From PubChem BioAssay
Lipid storage S3 = qHTS Assay for Lipid Storage Modulators in Drosophila S3 Cells. lipid storage change, negative = inhibition, % at the top dose, mostly 46.1 µM; hits show Potency in µM. actives 0.64% (n = 320,000). Drosophila S3 cells, BODIPY lipid droplet fluorescence, 18-24 h; cells fed with added oleic acid; active = well fitted inhibition curve with a large enough effect in the signal ratio, with a control signal flat, not every such curve was filed as active; inconclusive = small, poorly fitted or top-dose-only effect, or effect the other way, or a change in a side signal; the % refers to the signal ratio
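Drosophila S3 cells got compounds at several concentrations plus oleic acid (400 uM solution). Laser-scanning cytometry with 488 nm excitation read lipid droplets at 500-530 nm and cells at 575-640 nm. Percent activity was relative to 20 uM Triacsin C.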
Lipid storage S3 cell count max = also measured in Lipid storage S3; calls as there; cell number change, %; measured here: cell count max response;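 cells counted by Cell Tracker Red CMTPX staining in the red channel; peak over a dose series mostly up to 46.1 µM; percent activity relative to internal control wells on each plate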
* hit, by the source's call; i = inactive; ? = inconclusive; . = not tested or not shown; [ ] = another dose, or the depositor's remark. % is scaled to controls: 0 for no effect and ±100 for the full control effect; potency is read from the fitted curve at half-maximal effect. A portion of the library. The share of hits here may be higher or lower than overall.

SMILES | Lipid storage S3 | Lipid storage S3 cell count max
COc1cccc(-c2nn(-c3ccc(C)cc3)cc2C(=O)NCC(c2cccs2)N2CCOCC2)c1 (centres undefined) | ? | .
CN(C)c1ccc(/C=N/N=C2/NC(=O)/C(=C/c3ccc([N+](=O)[O-])cc3)S2)cc1 | 11% | 8
Fc1ccccc1-c1nc(NCc2ccco2)c2ccccc2n1 | 4% | 18
O=C(NCc1ccco1)C1c2ccccc2Oc2ccccc21 | -26% | -18
CC(=O)N1CCN(C(=S)NCc2ccccc2)CC1 | 5% | 14
Cc1ccc(C2=NCCn3nc4cc(C(F)(F)F)ccc4c32)cc1 | ? | .
O=C(c1cccc(N2C(=O)C3CC=CCC3C2=O)c1)N1CCCc2ccccc21 (centres undefined) | 4% | 17
O=C(CSc1nnnn1-c1ccccc1)Nc1ncc(Cc2cc(Cl)ccc2Cl)s1 | ? | .
COc1cccc(C(=O)Nc2cccc(OCC(=O)O)c2)c1 | ? | .
O=C(NC1CCCCCC1)C1Cc2ccccc2CN1C(=O)c1ccco1 (centres undefined) | ? | .
O=[N+]([O-])c1cccc(-c2nnc(-c3ccc4c(c3)OCO4)o2)c1 | ? | .
Cc1ccc(C(C(=O)NC2CCCCC2)N(Cc2ccco2)C(=O)Cn2cnc3ccccc32)cc1 (centres undefined) | ? | .
Oc1ccc(Br)cc1/C=N/n1c(-c2ccccc2)n[nH]c1=S | i | -14
Cc1cc(C)c(OC2(c3ccccc3)OC(=O)c3ccccc32)c(C)c1 (centres undefined) | ? | .
CCCc1nc(C)cc(N2CCN(c3ccccc3)CC2)n1 | ? | .
COc1ccc(-n2c(SCC(N)=O)nnc2-c2ccccc2F)cc1 | 1% | 21
COc1ccc(NC(=O)Nc2cccc(C)n2)cc1 | ? | .
CSc1ccccc1-n1nnnc1SCC(=O)Nc1ccccc1C | ? | .
O=C(Cc1ccsc1)NCC(=O)Nc1ccc(F)c(F)c1 | ? | .
COc1cccc(-n2cc(CN(C)Cc3nc(Cc4cccc(F)c4)no3)cn2)c1 | i | 10
Cc1ccccc1NC(=O)Nc1cnccn1 | ? | .
C=CCN1C(=O)c2ccccc2Sc2ccc(C(=O)NCC(OC)OC)cc21 | 15% | 3
COc1ccccc1C(=O)OCC(=O)NC(C)CCc1ccccc1 (centres undefined) | 2% | 4
S=C(NCC(c1ccco1)N1CCCC1)Nc1ccccc1 (centres undefined) | ? | .
Cc1cc(N2CCN(C)CC2)nc2ccc(NC(=O)c3ccc4c(c3)OCO4)cc12 | ? | .
Cc1cccc(C2CN(C)CCc3c2cc(O)c(O)c3Cl)c1 (centres undefined) | 3% | -1
Cc1nn(CC(=O)Nc2ccc(Cl)c(S(=O)(=O)N(C)C)c2)c(C)c1[N+](=O)[O-] | 0.58µM* | -5.5*
COCCNC(=O)c1cnn2c(C(F)F)cc(-c3ccccc3)nc12 | -3% | 12
COc1ccccc1C(C[N+](=O)[O-])c1c(N)n(C)c(=O)n(C)c1=O (centres undefined) | -13% | -34
CC(=O)c1ccc(NC(=O)N2C3CCC2CC(O)(c2cccnc2)C3)cc1 (centres undefined) | -1% | -3
CCCN(C(=O)c1c(CC)noc1C)c1c(N)n(Cc2ccccc2)c(=O)[nH]c1=O | ? | .
Cc1ccc(S(=O)(=O)N(C)c2ccc(OC(=O)c3ccc(N4CCCC4=O)cc3)cc2)cc1 | ? | .
Cc1cc(C)c(S(=O)(=O)N(CC(=O)O)C2CCCCC2)c(C)c1 | -17% | 7
N#Cc1cc(-c2ccccc2)[nH]c1-c1nccc2ccccc12 | ? | .
Cc1cnnc2c1-c1nonc1CC2 | ? | .
Cc1ccc(C(=O)NC2CC3CCC(C2)N3C)cc1 (centres undefined) | ? | .
O=[N+]([O-])c1ccc(N=Nc2c(O)[nH]c3ccc(F)cc23)cc1 | ? | .
COC(=O)c1cn(NC(=O)Cc2ccccc2OC)c(=O)c2ccccc12 | ? | .
CC(=O)NCC(=O)OCC(=O)c1ccc(Br)cc1 | ? | .
Cc1occc1-c1nnc(SCCNCCO)o1 | ? | .
Nc1nncn1C(=O)CCCOc1ccccc1 | i | 5
COc1ccc(/C=N/NC(=O)c2cc3c(ccc4ccccc43)o2)c(OC)c1 | i | -17
Cc1ccc(NC(=O)CNc2ccc(N3CCOCC3)cc2)cc1S(=O)(=O)N(C)C | ? | .
FC(F)(F)c1cnc(-c2cnc(-c3ccncc3)nc2)c(Cl)c1 | ? | .
CCCCC(CC)CNC(=O)CCCCn1c(=O)[nH]c2ccsc2c1=O (centres undefined) | ? | .
COCC(C)NC(=O)CSc1nc(-c2ccccc2)c(-c2ccccc2)o1 (centres undefined) | ? | .
CCOC(=O)/C=C1\SCC(=O)N1CC(=O)NC(C)C | ? | .
CCOC(=O)CCc1c(C)n[nH]c1C | -15% | .
CC(=O)C1=C(C)NC(SCC(=O)c2ccc(F)cc2)=C(C#N)C1c1ccco1 (centres undefined) | ? | .
C=C(C)C1Cc2c(C)nn(-c3ccccn3)c2C1 (centres undefined) | ? | .
O=C(Nc1cccnc1)c1cccc(S(=O)(=O)N2CCOCC2)c1 | 15% | 2
CC(=O)Nc1ccc(NC(=O)Cn2cnc3c(nnn3Cc3ccc(F)cc3)c2=O)cc1 | -19%[9.22 µM] | -16
O=C(/C=C/c1cccs1)N1CCC2(CC1)Oc1ccc(F)cc1C(=O)C21CC(c2ccccc2)=NO1 (centres undefined) | ? | .
CCOc1nc(C)ccc1-c1noc(-c2ccncc2)n1 | 19% | 13
COc1ccc(CCNC(=O)c2ccc(Br)cc2)cc1 | 16% | 8
COc1cc2cc(CN(C(=O)Nc3ccccc3)C3CCCC3)c(=O)[nH]c2cc1OC | ? | .
CCCC(CCC)=NNc1ccc(S(=O)(=O)Nc2ccccc2OC)cc1[N+](=O)[O-] | ? | .
CCOc1ccc(NC(=O)N2CC=C(n3c(=O)[nH]c4ccccc43)CC2)cc1 | -18% | 0
CCOc1ccc2nc(SC3CC(=O)N(c4ccccc4)C3=O)sc2c1 (centres undefined) | ? | .
Cc1ccc(/C=C2/N=C(c3ccccc3)NNC2=O)cc1 | 0% | 8

Other structures:
SMILES | Lipid storage S3 | Lipid storage S3 cell count max
O=C(c1ccc2noc(-c3ccccc3)c2c1)N1CCN(c2ccccc2)CC1 | i | 6
O=C(CN1CCOc2ccccc21)NCc1ccco1 | 15%[9.22 µM] | .
O=C(CC(Nc1ccc(F)cc1)C(=O)OCC(=O)c1cccs1)c1ccccc1 (centres undefined) | ? | .
Clc1ccc(-c2nnc(C3CC3)o2)cc1 | 4% | 6
O=C(c1cccc(F)c1)N1CCN(C(=O)c2cc3ncc(Br)cn3n2)CC1 | i | .
Cc1cc(-n2c(=O)c(C#N)cc3c(=O)n4cccc(C)c4nc32)no1 | ? | .
CCC(Sc1nc(=O)cc(N)n1-c1ccccc1)C(=O)Nc1cc(C)on1 (centres undefined) | ? | .
CNC(=O)c1csc(-c2ccccc2)n1 | ? | .
CCNC(=O)c1ccc(OCC(=O)Nc2ccc(F)cc2)c(OC)c1 | -10% | -17
Cc1c(C(=O)Nc2ccccn2)sc2nc3n(c(=O)c12)CCC3 | ? | .
O=C1CC(C2CCCO2)C(=O)N1c1ccccc1 (centres undefined) | 1% | 3
O=C1CCCN1c1cccc(Br)c1 | -1% | -14
COc1cccc(F)c1C(=O)NC(=O)Nc1ccc2nc(C)oc2c1 | 6% | 10
COc1ccc(NC(=O)CSCC(=O)OCc2cccc(OC)c2OC)cc1 | ? | .
COc1ccc(C2(O)CCN(CCCCOc3ccccc3)CC2)cc1 | ? | .
CCCCc1cc(=O)oc2cc(OCC(=O)N[C@@H](Cc3ccccc3)C(=O)O)ccc12 | 22% | 1
COCCNC(=O)CN1C(=O)COc2ccc(Cl)cc21 | -6% | 9
Cc1cnn(-c2ccc3nnc(-c4ccc(Cl)cc4)n3n2)c1 | ? | .
FC(F)(F)c1cccc(Nc2nc(N3CCOCC3)nc(N3CCOCC3)n2)c1 | ? | .
CCn1c(COc2ccccc2C)nnc1SCC(=O)CC(=O)Nc1ccccc1 | ? | .
CC(Oc1ccc(S(=O)(=O)N2CCCC2)cc1[N+](=O)[O-])C(=O)NC1(C#N)CCCCC1 (centres undefined) | ? | .
CC1(C)Cc2ccccc2C(C(=O)c2ccccc2)=N1 | ? | .
C#CCN(CC=C)C(=O)CCc1nnc(COc2ccccc2)o1 | 11% | 1
C/C(=C\C(=O)c1ccc(Br)cc1)NCc1ccc(C)cc1 | ? | .
CCCC(=O)Nc1cccc(S(=O)(=O)N(C)c2ccccc2)c1 | ? | .
CC(C)(C)NC(=O)C(c1ccc(F)cc1)N(Cc1ccco1)C(=O)CCC(=O)Nc1nccs1 (centres undefined) | i | 5
CCCC(=O)n1nc(-c2ccco2)nc1N | -11% | .
COc1ccc(Cn2nnc(C(=O)Nc3ccc4c(c3)OCCO4)c2N)cc1Br | ? | .
CC(OC(=O)COc1ccc(C#N)cc1)C(=O)c1ccccc1 (centres undefined) | 0% | 3
COC(=O)c1cc(NS(=O)(=O)c2cccs2)cc(NS(=O)(=O)c2cccs2)c1 | ? | .

Some of the entries above in a different format.
> C/C(=C\C(=O)c1ccc(Br)cc1)NCc1ccc(C)cc1
  Lipid storage S3 = ?
  Lipid storage S3 cell count max = .
> CCCC(=O)Nc1cccc(S(=O)(=O)N(C)c2ccccc2)c1
  Lipid storage S3 = ?
  Lipid storage S3 cell count max = .
> CC(C)(C)NC(=O)C(c1ccc(F)cc1)N(Cc1ccco1)C(=O)CCC(=O)Nc1nccs1 (centres undefined)
  Lipid storage S3 = i
  Lipid storage S3 cell count max = 5
> CCCC(=O)n1nc(-c2ccco2)nc1N
  Lipid storage S3 = -11%
  Lipid storage S3 cell count max = .

Carrying on:
SMILES | Lipid storage S3 | Lipid storage S3 cell count max
COc1ccc(OCC(O)Cn2c(Br)nc3c2c(=O)[nH]c(=O)n3C)cc1 (centres undefined) | ? | .
COc1ccc(S(=O)(=O)Nc2ccc(S(=O)(=O)NCC3CCCO3)cc2)cc1 (centres undefined) | ? | .
CC(=O)Nc1ccc(NC(=O)c2ccc(NS(=O)(=O)c3cc(C(C)(C)C)ccc3C)cc2)cc1 | -12% | -11
C=CCOC(=O)C1=C(C)Nc2ncnn2C1c1cccs1 (centres undefined) | ? | .
COc1ccc(CNC(=O)c2csc(Cc3ccc(OC)cc3)n2)cc1 | ? | .
Cc1sc(NC(=O)c2ccco2)c(C(c2ccncc2)N2CCOCC2)c1C (centres undefined) | 15% | -9
C=CCn1c(SCC(=O)Nc2ccc3c(c2)OCCO3)nc2cc(C(=O)O)ccc2c1=O | ? | .
CCc1nnc(NC(=O)CN2CCN(CC)CC2)s1 | -9% | 5
Cc1nnc(NC(=O)Nc2cccc(Cl)c2)s1 | ? | .
CN(C)CCOc1ccccc1C(C)(C)C | 17% | -1
Cc1nn(C(=O)c2cccnc2)c(C)c1C | 1% | 11
COC(=O)c1cn(C(=O)OC)c2ccccc12 | ? | .
O=C(NC1CCCCC1)NC1CC2CCCC(C1)N2C1CCCC1 (centres undefined) | -12% | -17
O=C(NNCC(O)COc1ccccc1)c1ccccc1 (centres undefined) | ? | .
CN(C)CCCNC(=O)N1c2ccccc2Sc2ccccc21 | ? | .

Single records, as listed above:
Cc1nnc(NC(=O)Nc2cccc(Cl)c2)s1 as listed: Lipid storage S3: ?; Lipid storage S3 cell count max: .
O=C(NNCC(O)COc1ccccc1)c1ccccc1 (centres undefined) as listed: Lipid storage S3: ?; Lipid storage S3 cell count max: .
COC(=O)c1cn(C(=O)OC)c2ccccc12 as listed: Lipid storage S3: ?; Lipid storage S3 cell count max: .

More compounds:
SMILES | Lipid storage S3 | Lipid storage S3 cell count max
Cc1nc([N+](=O)[O-])cn1-c1ccc(N)cc1 | -4% | -3
O=C(CCNC(=O)c1ccc(Br)cc1)NCc1ccco1 | 2% | -7
Cc1ccc(C)n1NC(=O)c1ccccc1Cl | i | 0
Cc1ccc(Cl)cc1NC(=O)CN1C(=O)COc2ccc(S(=O)(=O)N3CCOCC3)cc21 | ? | .
CC(C)(C)C(=O)O/N=C1/C(=O)N(c2ccccc2)c2ccccc21 | -9% | 12
COc1ccc(CNC(=O)CC(C)CC2=NS(=O)(=O)c3ccccc3N2)cc1 (centres undefined) | ? | .
COc1ccc(-n2c(Cc3cc(=O)[nH]c(=O)[nH]3)nnc2SCc2ccccc2)cc1 | ? | .
Cc1ccc(C(=O)COC(=O)CCCC(=O)NC2CCCCC2)cc1[N+](=O)[O-] | ? | .
CC1(C)c2[nH]c3ccccc3c2C[C@H]2C(=O)N(CCCO)CC(=O)N21 | -10% | 7
COc1cc(NC(=O)c2cccs2)c(OC)cc1NC(=O)Cc1ccccc1 | ? | .
O=C1/C(=C/c2ccc([N+](=O)[O-])cc2)C=C(c2ccccc2)N1c1ccccc1 | ? | .
CCCN1C2CCCC1CC(NC(=O)c1ccc(OC)cc1)C2 (centres undefined) | -6% | 21
CCOC(=O)CSc1n[nH]c(-c2ccco2)n1 | 0% | 1
Cc1ccc(C)c(NC(=O)C(c2ccccc2)N2CCOCC2)c1 (centres undefined) | 11% | 3
